PLC-beta3 inh – blocks human PLC-beta3 enzyme activity; Q01970; Purified PLC-beta3, fluorogenic substrate, fluorescence; AID 720704; 0.18% of 370,000 active; inhibition, % at 12.2 µM; in the data active = inhibition above about 11%;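 note: 0% = median of compound wells on plate and 100% = full blocker control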
DAX1 inh-1 – inhibitors of DAX1 repression of SF-1 activated StAR promoter; inhibition, % at 6.8 µM; 1.1% of 370,000 active; AID 652010; HEK293T StAR-luciferase reporter, SF-1/DAX-1 repression relief;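 active = inhibition above the mean over all tested compounds plus 3 SD, cut at about 3.6% in these data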;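 note: 0% = DAX-1 cells with DMSO and 100% = cells lacking DAX-1 with DMSO; higher inhibition means more luminescence from relief of DAX-1 repression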
FXN GAA850 act – increases GAA850 frataxin promoter reporter activity; AID 540364; activation, % at 6 µM; HEK293 lucGAA850 FXN promoter luciferase reporter, 24 h; percent of 10 µM SAHA response; 0.56% of 360,000 active;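 active = activation above the average of all compounds screened plus 3 SD, cutoff fixed separately per campaign, cut at about 7.5% in these data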;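 note: 0% = DMSO wells and 100% = 10 µM SAHA wells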
ADAM17 inh – inhibitors of human ADAM17; P78536; recombinant ADAM17, EDANS/DABCYL FRET peptide cleavage; inhibition, % at 6.95 µM; 0.83% of 370,000 active; AID 720648;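 active = inhibition above the mean of compounds lying between control limits plus 3 SD, set per campaign, cut at about 8.5% in these data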;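 note: 0% = DMSO-only wells as the low control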
hcDAF12 agonist – activators of H. contortus DAF-12 nuclear receptor; HEK293 hcDAF-12 lit1-tk-luc reporter, luminescence; 0% DMSO, 100% Δ7-dafachronic acid; 1.4% of 370,000 active; AID 652067; activation, % at 6.8 µM;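 active = activation above the mean of all tested compounds plus 3 SD, cut at about 5.5% in these data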;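 note: 100% = response to 3 µM Δ7-dafachronic acid high control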
ssDAF12 agonist – activates DAF-12 receptor from parasite S. stercoralis; 1% of 370,000 active; activation, % at 6.8 µM; HEK293 ssDAF-12/GRIP1 lit1-tk-luc reporter, luminescence; % of 3 µM dafachronic acid response; AID 652126;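 active = activation above the mean over all tested compounds plus 3 SD, cut at about 0.9% in these data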;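 note: 0% = DMSO-only wells and 100% = 3 µM delta7-dafachronic acid wells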
DAX1 inh-2 – inhibitors of human orphan nuclear receptor DAX1 (NR0B1); AID 504766; inhibition, % at 6.75 µM; HEK293 Gal4-DAX1 luciferase reporter, luminescence; P51843; 0.99% of 340,000 active;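 active = inhibition above the mean over all tested compounds plus 3 SD, cut at about 4.2% in these data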;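 note: 0% = DAX1-transfected cells with DMSO and 100% = empty-vector control cells with DMSO; inhibition shows as a rise in luminescence from relieved DAX1 repression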
PLC-gamma1 inh – PLC-gamma1 (human) inhibition, primary screen; purified PLC-gamma1, fluorogenic substrate, fluorescence; inhibition, % at 12.2 µM; 0.84% of 370,000 active; AID 720700; in the data active = inhibition above about 9.5%
sPLA2-III inh – Blocks human group III sPLA2 activity; inhibition, % at 12.2 µM; 0.56% of 370,000 active; Q9NZ20; QFRET BODIPY PC-A2 liposome hydrolysis, fluorescence;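 active = inhibition above mean plus 3 SD of compounds lying within the high and low control bounds, cut at about 19% in these data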;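 note: 0% = median of test compound wells and 100% = no enzyme DMSO wells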
Target sequence (Q9NZ20 whole entry, looked up): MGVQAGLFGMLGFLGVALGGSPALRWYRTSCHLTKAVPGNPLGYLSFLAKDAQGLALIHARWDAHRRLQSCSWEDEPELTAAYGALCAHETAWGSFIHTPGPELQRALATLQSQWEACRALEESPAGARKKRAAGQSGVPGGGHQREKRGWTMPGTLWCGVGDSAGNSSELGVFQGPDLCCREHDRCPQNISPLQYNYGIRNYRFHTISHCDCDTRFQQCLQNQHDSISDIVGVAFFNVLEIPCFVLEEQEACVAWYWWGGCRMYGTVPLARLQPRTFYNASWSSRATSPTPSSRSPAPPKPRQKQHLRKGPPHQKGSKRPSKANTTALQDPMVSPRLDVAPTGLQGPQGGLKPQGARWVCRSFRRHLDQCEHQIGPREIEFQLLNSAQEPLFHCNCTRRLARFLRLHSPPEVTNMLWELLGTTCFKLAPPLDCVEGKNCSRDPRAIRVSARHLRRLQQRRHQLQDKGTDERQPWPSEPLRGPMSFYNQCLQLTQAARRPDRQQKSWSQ
ADAM10 inh – inhibitors of human ADAM10; O14672; recombinant ADAM10, EDANS/DABCYL FRET peptide cleavage, 3 h; inhibition, % at 7 µM; 0.62% of 370,000 active; AID 720582;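 active = inhibition above a per-campaign cutoff equal to the mean of compounds falling between control-based bounds plus 3 SD, cut at about 20% in these data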;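 note: 0% = DMSO wells while the 100% control is not disclosed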
Target sequence (O14672 214-748 limits assumed): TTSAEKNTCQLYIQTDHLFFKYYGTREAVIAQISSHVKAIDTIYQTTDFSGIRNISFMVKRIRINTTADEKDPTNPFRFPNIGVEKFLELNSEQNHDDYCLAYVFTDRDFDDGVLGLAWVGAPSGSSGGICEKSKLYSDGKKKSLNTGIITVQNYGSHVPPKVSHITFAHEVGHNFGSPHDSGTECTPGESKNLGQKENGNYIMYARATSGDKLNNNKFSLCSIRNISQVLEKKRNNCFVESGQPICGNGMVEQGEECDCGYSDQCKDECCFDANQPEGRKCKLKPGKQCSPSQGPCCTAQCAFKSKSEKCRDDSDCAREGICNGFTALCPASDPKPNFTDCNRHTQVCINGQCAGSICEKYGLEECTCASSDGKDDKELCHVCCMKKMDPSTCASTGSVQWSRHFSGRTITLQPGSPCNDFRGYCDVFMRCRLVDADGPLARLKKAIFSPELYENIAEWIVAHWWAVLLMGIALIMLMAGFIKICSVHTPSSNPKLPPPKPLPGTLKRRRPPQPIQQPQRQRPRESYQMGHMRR
hgDAF12 agonist – agonists of H. glycines DAF-12 nuclear receptor; 1.8% of 370,000 active; activation, % at 6.8 µM; HEK293 GAL4-hgDAF12 UAS-luciferase reporter, agonist luminescence; normalized to butyrate control; AID 687014;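 active = activation above a cutoff set at the mean of all screened compounds plus 3 SD, cut at about 10% in these data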;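 note: 0% = DMSO wells and 100% = sodium butyrate wells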
Numbers without * were called inactive.

c1ccc(COc2ccc(OCCN3CCCC3)cc2)cc1 was read as PLC-beta3 inh 1, DAX1 inh-1 0.5, FXN GAA850 act 5.1, ADAM17 inh 0, hcDAF12 agonist 0.6, ssDAF12 agonist -1.8, DAX1 inh-2 -1.6, PLC-gamma1 inh 1, sPLA2-III inh -11, ADAM10 inh 2 and hgDAF12 agonist 6.0.
Cc1ccc(S(=O)(=O)NCC2CCC(C(=O)N3CCOCC3)CC2)cc1 (stereo not given) was read as PLC-beta3 inh -2, DAX1 inh-1 -0.2, FXN GAA850 act -0.1, ADAM17 inh -3, hcDAF12 agonist -0.7, ssDAF12 agonist -0.6, DAX1 inh-2 1.1, PLC-gamma1 inh -1, sPLA2-III inh -4, ADAM10 inh 10 and hgDAF12 agonist 2.0.
For Cc1cc([N+](=O)[O-])ccc1NC(=O)CSc1nnc(C)n1C the results were PLC-beta3 inh -6, DAX1 inh-1 -1.4, FXN GAA850 act 0.3, ADAM17 inh -3, hcDAF12 agonist -0.8, ssDAF12 agonist -0.9, DAX1 inh-2 -1.3, PLC-gamma1 inh 1, sPLA2-III inh 5, ADAM10 inh -7 and hgDAF12 agonist 2.1.
For COC(CNC(=O)C(=O)NCC1OCCN1S(=O)(=O)c1ccccc1)OC (stereo not given) the results were PLC-beta3 inh -4, DAX1 inh-1 -1.8, FXN GAA850 act -1.4, ADAM17 inh -9, hcDAF12 agonist -3.1, ssDAF12 agonist -0.8, DAX1 inh-2 1.0, PLC-gamma1 inh -1, sPLA2-III inh 6, ADAM10 inh 0 and hgDAF12 agonist 0.4.
COc1cc(/C=N/NC(=O)c2cc(-c3ccccc3)nc3ccccc23)cc(OC)c1O was read as PLC-beta3 inh -8, DAX1 inh-1 -0.3, FXN GAA850 act 2.1, ADAM17 inh 4, hcDAF12 agonist -1.5, ssDAF12 agonist -0.7, DAX1 inh-2 -1.1, PLC-gamma1 inh 1, sPLA2-III inh -5, ADAM10 inh 5 and hgDAF12 agonist -2.0.
`CC(C)N(C(=O)CSc1nnc(Cn2nnc3ccccc32)n1C)C(C)C` gave PLC-beta3 inh 1, DAX1 inh-1 -0.4, FXN GAA850 act -1.0, ADAM17 inh -5, hcDAF12 agonist -0.6, ssDAF12 agonist -0.8, DAX1 inh-2 1.7, PLC-gamma1 inh 1, sPLA2-III inh 7, ADAM10 inh 9 and hgDAF12 agonist -1.7.
Screening CN(CC(=O)N1CCN(c2ccccn2)CC1)S(=O)(=O)c1cccc2nsnc12 returned PLC-beta3 inh 4, DAX1 inh-1 -0.2, FXN GAA850 act 0.7, ADAM17 inh 1, hcDAF12 agonist -0.1, ssDAF12 agonist -1.4, DAX1 inh-2 -0.1, PLC-gamma1 inh -1, sPLA2-III inh -5, ADAM10 inh -1 and hgDAF12 agonist -0.8.
Screening Cc1ccc(N(CC(=O)NCC2CCCO2)C(=O)CCC(=O)Nc2ccccn2)cc1 (stereo not given) returned PLC-beta3 inh 1, DAX1 inh-1 0.1, FXN GAA850 act 0.5, ADAM17 inh -2, hcDAF12 agonist -0.6, ssDAF12 agonist -0.8, DAX1 inh-2 -0.3, PLC-gamma1 inh 1, sPLA2-III inh 1, ADAM10 inh -6 and hgDAF12 agonist -0.4.
Screening COc1ccc(C(=O)N(c2ccccn2)C2CCCCC2)c(OC)c1 returned PLC-beta3 inh -6, DAX1 inh-1 -0.3, FXN GAA850 act 0.5, ADAM17 inh 3, hcDAF12 agonist -1.4, ssDAF12 agonist -1.1, DAX1 inh-2 0.8, PLC-gamma1 inh 3, sPLA2-III inh -5, ADAM10 inh -2 and hgDAF12 agonist -0.7.
`CCCCC(=O)Nc1ccccc1C#N` gave PLC-beta3 inh 3, DAX1 inh-1 0.1, FXN GAA850 act -0.6, ADAM17 inh 0, hcDAF12 agonist -2.0, ssDAF12 agonist -1.3, DAX1 inh-2 0.8, PLC-gamma1 inh 4, sPLA2-III inh -4, ADAM10 inh -1 and hgDAF12 agonist -1.8.
`COc1ccccc1N1CCN(C(=O)c2cc(C)on2)CC1` gave PLC-beta3 inh 0, DAX1 inh-1 0.1, FXN GAA850 act 2.1, ADAM17 inh -2, hcDAF12 agonist -0.8, ssDAF12 agonist -0.9, DAX1 inh-2 -0.5, PLC-gamma1 inh -1, sPLA2-III inh 3, ADAM10 inh 4 and hgDAF12 agonist -0.6.
For Cc1cc(C)c(S(=O)(=O)NCCCn2ccnc2)c(C)c1 the results were PLC-beta3 inh -6, DAX1 inh-1 -1.1, FXN GAA850 act 1.4, ADAM17 inh 2, hcDAF12 agonist 0.9, ssDAF12 agonist -1.6, DAX1 inh-2 -0.5, PLC-gamma1 inh 3, sPLA2-III inh -4, ADAM10 inh -3 and hgDAF12 agonist 2.4.
CCOC(=O)CSc1nc2sc3c(c2c(=O)[nH]1)CC(C)(C)OC3 was read as PLC-beta3 inh 0, DAX1 inh-1 0.2, FXN GAA850 act -0.6, ADAM17 inh -4, hcDAF12 agonist -1.4, ssDAF12 agonist -1.1, DAX1 inh-2 1.3, PLC-gamma1 inh -2, sPLA2-III inh -4, ADAM10 inh -8 and hgDAF12 agonist -2.8.
For C#CCOCCOCCOCCNc1nc(N2CCN(C(=O)[C@H](CCCCN)n3cc([C@@H](N)[C@H](C)CC)nn3)CC2)nc(N2CCN(C(=O)[C@H](CCC(=O)O)n3cc([C@@H](N)CCSC)nn3)CC2)n1 the results were PLC-beta3 inh 4, DAX1 inh-1 1.1, FXN GAA850 act -1.5, ADAM17 inh -4, hcDAF12 agonist -0.5, ssDAF12 agonist -0.9, DAX1 inh-2 1.6, PLC-gamma1 inh 2, sPLA2-III inh -4, ADAM10 inh -4 and hgDAF12 agonist 5.0.
CCN(C)C1CN(Cc2cn(Cc3ccc(Cl)cc3)nn2)S(=O)(=O)C1 (stereo not given) was read as PLC-beta3 inh 5, DAX1 inh-1 0.5, ADAM17 inh -2, hcDAF12 agonist 0.2, ssDAF12 agonist -1.2, PLC-gamma1 inh -1, sPLA2-III inh 8, ADAM10 inh -10 and hgDAF12 agonist 2.7.
Cc1ccc(S(=O)(=O)N2CCOCC2)c(C)c1NS(C)(=O)=O was read as PLC-beta3 inh 2, DAX1 inh-1 0.7, FXN GAA850 act -1.3, ADAM17 inh 6, hcDAF12 agonist 1.5, ssDAF12 agonist -0.9, DAX1 inh-2 0.7, PLC-gamma1 inh 1, sPLA2-III inh 8, ADAM10 inh 9 and hgDAF12 agonist -1.6.
For CCOC(=O)C1=CCC(c2ccccc2)N(S(C)(=O)=O)C1 (stereo not given) the results were PLC-beta3 inh 3, DAX1 inh-1 -0.5, ADAM17 inh -9, hcDAF12 agonist -2.1, ssDAF12 agonist -0.6, PLC-gamma1 inh 2, sPLA2-III inh 7, ADAM10 inh 3 and hgDAF12 agonist 3.8.
CN(c1ccccc1C(=O)N1CCN(c2ccccc2)CC1)S(C)(=O)=O was read as PLC-beta3 inh 9, DAX1 inh-1 0.9, FXN GAA850 act 0.6, ADAM17 inh 6, hcDAF12 agonist 1.3, ssDAF12 agonist -0.7, DAX1 inh-2 2.2, PLC-gamma1 inh 7, sPLA2-III inh 10, ADAM10 inh 0 and hgDAF12 agonist 1.7.
O=C(N/N=C/C=C\c1ccco1)c1cccs1 was read as PLC-beta3 inh -17, DAX1 inh-1 0.0, FXN GAA850 act 3.0, ADAM17 inh -4, hcDAF12 agonist 0.6, ssDAF12 agonist 1.3*, PLC-gamma1 inh -14, sPLA2-III inh -2, ADAM10 inh -5 and hgDAF12 agonist 7.5.
For O=C(NCc1n[nH]c(=S)n1-c1cccc(C(F)(F)F)c1)c1ccco1 the results were PLC-beta3 inh 2, DAX1 inh-1 -0.2, FXN GAA850 act 2.1, ADAM17 inh -3, hcDAF12 agonist -1.2, ssDAF12 agonist -0.9, DAX1 inh-2 0.4, PLC-gamma1 inh 0, sPLA2-III inh 14, ADAM10 inh -3 and hgDAF12 agonist 1.1.
Screening O=C(OCc1ccccc1F)c1cc2ccccc2cc1O returned PLC-beta3 inh -29, DAX1 inh-1 0.0, FXN GAA850 act 1.3, ADAM17 inh -5, hcDAF12 agonist -2.0, ssDAF12 agonist -1.7, DAX1 inh-2 3.7, PLC-gamma1 inh -20, sPLA2-III inh 0, ADAM10 inh -11 and hgDAF12 agonist -2.9.
CCCS(=O)(=O)N1CCn2c(nc3ccccc32)C1 was read as PLC-beta3 inh 6, DAX1 inh-1 0.6, FXN GAA850 act 1.6, ADAM17 inh -5, hcDAF12 agonist -1.8, ssDAF12 agonist -0.8, DAX1 inh-2 -0.4, PLC-gamma1 inh 2, sPLA2-III inh 0, ADAM10 inh 0 and hgDAF12 agonist 6.3.
CCN(CC)c1ccc(Nc2nc(N3CCOCC3)c3ccccc3n2)cc1 was read as PLC-beta3 inh -27, DAX1 inh-1 -3.1, FXN GAA850 act -3.1, ADAM17 inh 3, hcDAF12 agonist -3.6, ssDAF12 agonist -1.6, DAX1 inh-2 -2.3, PLC-gamma1 inh -19, sPLA2-III inh 10, ADAM10 inh 4 and hgDAF12 agonist -5.8.
O=C(O)CN1C(=O)C2(OCCO2)c2cc(Br)ccc21 was read as PLC-beta3 inh -10, DAX1 inh-1 -0.2, FXN GAA850 act 0.3, ADAM17 inh 0, hcDAF12 agonist -0.6, ssDAF12 agonist -0.6, DAX1 inh-2 5.2*, PLC-gamma1 inh -2, sPLA2-III inh -4, ADAM10 inh 1 and hgDAF12 agonist 1.7.
COc1cccc(C(O)c2nc(-c3ccc(N(C)C)cc3)cs2)c1 (stereo not given) was read as PLC-beta3 inh -5, DAX1 inh-1 -0.4, FXN GAA850 act 5.3, ADAM17 inh 5, hcDAF12 agonist -1.9, ssDAF12 agonist -1.4, PLC-gamma1 inh 0, sPLA2-III inh 0, ADAM10 inh 9 and hgDAF12 agonist 3.8.
`O=c1[nH]c2cc3c(cc2cc1CN(Cc1ccco1)C(=S)NCCCN1CCOCC1)OCCO3` gave PLC-beta3 inh -49, DAX1 inh-1 0.1, FXN GAA850 act 4.6, ADAM17 inh -97, hcDAF12 agonist -2.4, ssDAF12 agonist -0.6, DAX1 inh-2 -0.4, PLC-gamma1 inh -40, sPLA2-III inh 5, ADAM10 inh -258 and hgDAF12 agonist -0.9.
Cc1cc(C)cc(OCC(=O)NNC(=O)C2CCCO2)c1 (stereo not given) was read as PLC-beta3 inh 5, DAX1 inh-1 -0.2, FXN GAA850 act 0.1, ADAM17 inh -3, hcDAF12 agonist -0.9, ssDAF12 agonist -1.2, DAX1 inh-2 2.2, PLC-gamma1 inh 0, sPLA2-III inh 1, ADAM10 inh -6 and hgDAF12 agonist -0.4.
Screening NC(=O)C1CCN(C(=O)COc2ccc3c(c2)oc(=O)c2ccccc23)CC1 returned PLC-beta3 inh -339, DAX1 inh-1 -1.5, FXN GAA850 act -1.6, ADAM17 inh inactive, hcDAF12 agonist 1.5, ssDAF12 agonist -1.2, DAX1 inh-2 0.3, PLC-gamma1 inh -292, sPLA2-III inh -2, ADAM10 inh inactive and hgDAF12 agonist 0.8.
`CN(C)c1ccc(NC(=O)c2ccc3nc[nH]c3c2)cc1` gave PLC-beta3 inh -16, DAX1 inh-1 0.7, FXN GAA850 act 4.3, ADAM17 inh -1, hcDAF12 agonist -0.7, ssDAF12 agonist -1.6, DAX1 inh-2 0.1, PLC-gamma1 inh -4, sPLA2-III inh 15, ADAM10 inh -13 and hgDAF12 agonist 5.8.
